Source: PubChem BioAssay
Pin1 inhibitor = inhibitors of human Pin1 | AID 504891 | Q13526 | 390,000 compounds, 0.009% hits | Pin1 FP peptide displacement, HiFluor488, 10 min | Potency, µM (top dose mostly 115 µM), for inactives: at the highest dose activity, negative = inhibition, most hits filed as inhibitors; active means well fitted inhibition curve with a large enough effect in the polarisation, with a control signal flat, not every such curve was filed as active; inconclusive means small, poorly fitted or top-dose-only effect, or effect the other way, or a change in a side signal; inactive means no such curve, though single readings can be large or run the other way; the % refers to the polarisation; further: potency means the concentration at half of the fitted maximal effect; on the % scale 0 is the no-effect control and ±100 the full control effect
JMJD2A Tudor inh = blocks the human JMJD2A Tudor domain; Potency, µM (top dose mostly 114 µM), without a hit: top-dose activity change, negative = inhibition, usual class: inhibitors; AlphaScreen JMJD2A-Tudor / H3K4me3 peptide binding; 390,000 compounds, 4.4% hits; further: potency means the concentration at half of the fitted maximal effect; on the % scale 0 is the no-effect control and ±100 the full control effect; nearly all actives have a fitted effect of over 50% in size
BAZ2B inh = inhibitors of human BAZ2B bromodomain. AlphaScreen BAZ2B-H3K14Ac peptide displacement. 360,000 compounds, 4.4% hits. Potency, µM (doses to about 114 µM), inactives show at the top dose activity change, negative = inhibition, actives largely listed as inhibitors. Q9UIF8; further: potency means the concentration at half of the fitted maximal effect; on the % scale 0 is the no-effect control and ±100 the full control effect; nearly all actives have a fitted effect of over 60% in size
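BAZ2B (50 nM) with biotin-H3(5-23)K14Ac peptide (50 nM) in PBS pH 7.4, 0.01% Tween-20, preformed 30 min, then compound 30 min at room temperature; top concentration 110uM. AlphaScreen streptavidin donor/nickel chelate acceptor beads (10 ug/mL final), 20 min dark, signal read.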
ERG-DNA inh = ERG Ets/DNA interaction inhibition. P11308. Potency, µM (doses to about 76.9 µM), for inactives: at the highest dose FP activity, negative = inhibition, hits mostly inhibitors. 370,000 compounds, 0.028% hits. fluorescence polarization, His-ERG Ets domain / labelled DNA. AID 624246; active means well fitted inhibition curve with a large enough effect in the polarisation, with a control signal flat; inconclusive means small, poorly fitted or top-dose-only effect, or effect the other way, or a change in a side signal; inactive means no such curve, though single readings can be large or run the other way; the % refers to the polarisation;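 further: polarization taken with two DNA probes labelled with fluorescein and Texas red; potency means the concentration at half of the fitted maximal effect; % of control where 0% means no effect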
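His-tagged ERG Ets domain (1 uM in the protein solution; 300mM KCl, 50mM Tris-HCl, 1mM EDTA, 1mM DTT, pH 7.5) received compound, then a probe mix of 5 nM fluorescein-DNA and 100nM Texas-615-DNA. Fluorescence polarization was read for both dyes.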
G9a inh = G9a (human) methyltransferase inhibition. Q96KQ7. G9a H3K9 monomethylation, AlphaScreen, 2 h. Potency, µM (doses to about 102 µM), for inactives: top-dose activity, negative = inhibition, actives largely listed as inhibitors. 350,000 compounds, 8.8% hits. AID 504332; further: potency means the concentration at half of the fitted maximal effect; on the % scale 0 is the no-effect control and ±100 the full control effect; nearly all actives have a fitted effect of over 75% in size
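Readings reflect AlphaScreen signal from monomethyl-H3K9 antibody detection. HMT at 20 nM; substrate b-H3K9 500 nM; cofactor SAM 20 uM; 2 h RT reaction; compounds tested as titrations in qHTS with 15 min preincubation.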
HP1b binding inh = blocks HP1-beta chromodomain binding to methylated histone tails. AlphaScreen HP1-beta / biotin-H3K9me3 peptide binding. Potency, µM (top dose mostly 114 µM), for the others: top-dose activity change, negative = inhibition, hits mostly inhibitors. 390,000 compounds, 0.56% hits; further: potency means the concentration at half of the fitted maximal effect; nearly all actives have a fitted effect of over 70% in size; inactives centre near 23
Target sequence (P83916 whole entry, looked up): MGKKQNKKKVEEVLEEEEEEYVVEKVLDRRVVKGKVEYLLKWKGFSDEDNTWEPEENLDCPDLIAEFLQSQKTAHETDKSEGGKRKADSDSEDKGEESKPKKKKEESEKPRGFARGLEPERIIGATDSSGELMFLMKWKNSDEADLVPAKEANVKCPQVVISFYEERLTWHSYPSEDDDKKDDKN
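AlphaScreen: HP1-beta (50 nM) preformed 30 min with biotin-H3(1-18)K9me3 peptide (50 nM) in PBS pH 7.4, 0.01% Tween-20. Compound added for 30 min at RT, then streptavidin donor/nickel chelate acceptor beads (10 ug/mL) for 30 min.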
PI4K2A block = blocks human PI4K2A kinase activity; Q9BTU6; purified PI4K2A, ADP-Glo luminescence, 1 h; active compounds read low; activity change, negative = inhibition, % at 76.9 µM; 420,000 compounds, 0.13% hits; in the data active means activity change below about -50%; inconclusive means mostly about -30% to -49%;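 further: -100% = wells without enzyme as full effect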
Target sequence (Q9BTU6 whole entry, looked up): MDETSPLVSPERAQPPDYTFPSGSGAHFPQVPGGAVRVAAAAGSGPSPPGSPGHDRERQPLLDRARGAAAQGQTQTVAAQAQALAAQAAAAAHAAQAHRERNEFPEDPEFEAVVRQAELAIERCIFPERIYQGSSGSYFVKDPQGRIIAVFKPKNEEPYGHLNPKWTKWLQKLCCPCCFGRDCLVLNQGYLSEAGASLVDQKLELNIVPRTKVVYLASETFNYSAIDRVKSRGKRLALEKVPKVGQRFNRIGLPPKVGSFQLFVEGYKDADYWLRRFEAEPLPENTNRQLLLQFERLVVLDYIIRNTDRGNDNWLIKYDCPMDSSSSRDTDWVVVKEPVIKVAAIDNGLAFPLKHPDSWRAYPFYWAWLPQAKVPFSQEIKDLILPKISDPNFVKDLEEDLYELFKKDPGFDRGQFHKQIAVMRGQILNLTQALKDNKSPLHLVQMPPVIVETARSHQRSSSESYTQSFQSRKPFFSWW
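In this quantitative HTS, ADP production by PI4K2A was quantified luminescently after 1 h at ambient temperature; 100 microM adenosine served as plate-quality control.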
GLS inh = inhibitors of human glutaminase (GLS) | O94925 | 410,000 compounds, 0.21% hits | Potency, µM (series often up to 45.5 µM), for inactives: top-dose activity change, negative = inhibition, usual class: inhibitors | GLS enzymatic activity, qHTS titration; further: potency means the concentration at half of the fitted maximal effect; on the % scale 0 is the no-effect control and ±100 the full control effect
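hKGA in 45 mM KH2PO4 (pH 8.2), 0.02% Tween-20 with compound, then 1mM L-Glutamine (stock as added) plus glutamate oxidase/HRP/Amplex red coupling mix. Fluorescence read initially and after 30 min at RT; signal change reflects glutamate formation.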
PGK inhibitor = blocks T. brucei phosphoglycerate kinase; P07378; PGK/GAPDH coupled, Kinase-Glo luminescence, 60 min; Potency, µM (doses to about 57.5 µM), for inactives: at the top dose activity change, negative = inhibition, most hits filed as inhibitors; 380,000 compounds, 0.043% hits; further: potency means the concentration at half of the fitted maximal effect; on the % scale 0 is the no-effect control and ±100 the full control effect; nearly all actives have a fitted effect of over 60% in size
Target sequence (P07378 whole entry, looked up): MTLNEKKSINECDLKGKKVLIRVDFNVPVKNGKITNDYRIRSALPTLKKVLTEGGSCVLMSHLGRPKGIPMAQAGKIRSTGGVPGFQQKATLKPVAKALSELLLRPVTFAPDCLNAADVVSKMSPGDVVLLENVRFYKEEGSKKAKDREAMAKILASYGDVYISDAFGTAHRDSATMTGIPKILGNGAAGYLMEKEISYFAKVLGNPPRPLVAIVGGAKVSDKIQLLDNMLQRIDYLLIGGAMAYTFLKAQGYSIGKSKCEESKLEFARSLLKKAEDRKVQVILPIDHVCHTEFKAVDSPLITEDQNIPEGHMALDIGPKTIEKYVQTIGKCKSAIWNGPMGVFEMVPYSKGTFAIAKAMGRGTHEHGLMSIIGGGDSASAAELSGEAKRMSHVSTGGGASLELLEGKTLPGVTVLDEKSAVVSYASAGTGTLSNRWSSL
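Recombinant glycosomal PGK reaction used 1,3-bisphosphoglycerate generated in-well by GAPDH (100nM final) in 100mM TEA pH 7.6, 5mM MgCl2, 0.01% Tween-20. After 60 minutes at room temperature, ATP was read by Kinase-Glo Plus luminescence end-point.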
* hit, by the source's call; i = inactive; ? = inconclusive; . = not tested or not shown; [ ] = dose if it differs, or a comment. Unless noted, the call rests on the fitted dose curve; in most records, active means well fitted curve in the direction sought with a large enough effect; inconclusive means small, poorly fitted or top-dose-only effect, or another doubt; inactive means no such curve, though single readings can be large; an effect the other way counts as inactive or inconclusive.

1. Cc1cccc(N2CCN(c3nc4ccccc4c(=O)n3-c3ccc(Cl)cc3)CC2)c1C
2. O=S(=O)(c1ccc2ccccc2c1)N(CC1CO1)c1ccccc1 (stereo not drawn)
3. CC(C)c1nnc(NC(=O)CCC(=O)NCc2ccc(F)cc2)s1
4. CCN(CC)CCCNC(=O)N[C@@H](Cc1ccccc1)C(=O)O
5. COc1ccc(-c2noc(CCC(=O)Nc3nc4ccccc4s3)n2)cc1
6. CC1(C)CC(=O)C=C(N=CC2=C(O)CC(C)(C)CC2=O)C1
7. CCN(c1ccc2c(c1)OCO2)S(=O)(=O)c1cc(Br)cc2c1N(C(C)=O)CC2
8. COC(=O)c1[nH]c2c(c1C)C(=O)CC(c1ccc(OC)cc1)C2 (stereo not drawn)

entry no.	1	2	3	4	5	6	7	8
PI4K2A block	-9	10	-2	8	-3	-7	5	0
GLS inh	-2%	0%	5%	5%	-15%	5%	-1%	1%
BAZ2B inh	.	-19%	0%	-8%	11%	14%	-6%	0%
ERG-DNA inh	-9%	-25%	0%	1%	-19%	-6%	8%	4%
JMJD2A Tudor inh	-28%	16%	4%	-13%	4%[57.1 µM]	-7%	-23%	-15%
Pin1 inhibitor	-1%	2%	1%	3%	23%	-10%	9%	1%
HP1b binding inh	17%	62%[activator]	80%[activator]	12%	31%	18%	27%	0%
PGK inhibitor	-3%	-5%	i	6%	i	-10%	0%	-7%
G9a inh	4%[59 µM]	24%[12.7 µM]	1%	-3%[59 µM]	-21%	-34%[59 µM]	-3%[0.501 µM]	20%

9. O=C1CCCC/C=C\C[C@H](CC(=O)N(CCO)Cc2ccccc2)C(=O)N[C@@H](c2ccccc2)CO1
10. Nc1cccc(-c2cc3ccccc3oc2=O)c1
11. O=C(CSCCO)Nc1ccc(C23CC4CC(CC(C4)C2)C3)cc1
12. CC(C)n1c(/N=C/c2c[nH]c3ccccc23)nc2ccccc21
13. O=C(O)CNc1nc(Cl)ccc1[N+](=O)[O-]
14. COc1ccc(-c2nnc3ccc(SCc4ccccc4)nn23)cc1
15. O=C(CN1C(=O)S/C(=C/c2cccs2)C1=O)N1CCOCC1
16. Cc1onc(-c2ccccc2Cl)c1-c1nc(-c2ccncc2)no1

entry no.	9	10	11	12	13	14	15	16
PI4K2A block	-2	11	-2	2	-1	-2	6	-4
GLS inh	-4%	2%	6%	-7%	?	0%	2%	-3%
BAZ2B inh	.	-20%	4%	?	-9%	32%[activator]	6%	-5%
ERG-DNA inh	-4%	3%	4%	.	-1%	-10%	-7%	1%
JMJD2A Tudor inh	-4%	-19%[57.1 µM]	-20%	?	13%	-10%	-15%	7%
Pin1 inhibitor	-2%	2%	1%	4%	1%	-1%	-4%	1%
HP1b binding inh	43%[activator]	-7%	25%	-24%	53%[activator]	76%[activator]	30%[activator]	43%[activator]
PGK inhibitor	9%	6%	-5%	-4%	5%	-2%	2%	-4%
G9a inh	.	-10%	8%[59 µM]	9%[12.7 µM]	4%[12.7 µM]	71µM*	?	15%[12.7 µM]

17. COC(=O)c1sc(NC(=S)NC(=O)c2cccc(C)c2)nc1C
18. CCOc1ccc(N2C(=O)CSC2=NC#N)cc1
19. NC(=O)CC(NC(=O)Cc1ccc(Br)cc1)c1ccc(NCCN2CCOCC2)c([N+](=O)[O-])c1 (stereo not drawn)
20. CN(C)/C=C/C(=O)c1cccc(Cl)c1
21. O=[N+]([O-])c1cc(C(F)(F)F)ccc1NC1CCN(Cc2ccccc2)CC1
22. COc1cccc(Nc2n[nH]c(=S)s2)c1
23. Cc1cc(OCCn2c(C3CC(=O)N(Cc4ccc(F)cc4)C3)nc3ccccc32)ccc1Cl (stereo not drawn)
24. Cc1nc([N+](=O)[O-])c(C(=O)OCc2ccccc2)n1C

entry no.	17	18	19	20	21	22	23	24
PI4K2A block	-6	3	1	-4	1	2	2	5
GLS inh	14%	14%	7%	8%	70%[activator]	7%	-8%	6%
BAZ2B inh	4%	-4%	-7%	13%	25µM*	?	-2%	25%
ERG-DNA inh	11%	22%	5%	1%	-1%	2%	-1%	-10%
JMJD2A Tudor inh	2%	-16%	-25%	-20%	35µM*	3.2µM*	-7%	-10%
Pin1 inhibitor	3%	18%	3%	2%	4%	?	1%	-1%
HP1b binding inh	37%	14%	30%	11%	50µM*	?	11%	21%
PGK inhibitor	4%	-1%	5%	5%	-6%	-9%	8%	2%
G9a inh	-8%[59 µM]	-17%[12.7 µM]	?	?	35µM*	1.4µM*	-38%[59 µM]	-5%

Screen by screen, quoted from above:
Nos. 18–23 in PI4K2A block, in turn: 3, 1, -4, 1, 2, 2
Nos. 18–23 in BAZ2B inh, in turn: -4%, -7%, 13%, 25µM*, ?, -2%
Nos. 18–23 in PGK inhibitor, in turn: -1%, 5%, 5%, -6%, -9%, 8%

Reformatted with each value named: four of the compounds above.
18	CCOc1ccc(N2C(=O)CSC2=NC#N)cc1
  PI4K2A block = 3
  GLS inh = 14%
  BAZ2B inh = -4%
  ERG-DNA inh = 22%
  JMJD2A Tudor inh = -16%
  Pin1 inhibitor = 18%
  HP1b binding inh = 14%
  PGK inhibitor = -1%
  G9a inh = -17%[12.7 µM]
19	NC(=O)CC(NC(=O)Cc1ccc(Br)cc1)c1ccc(NCCN2CCOCC2)c([N+](=O)[O-])c1 (stereo not drawn)
  PI4K2A block = 1
  GLS inh = 7%
  BAZ2B inh = -7%
  ERG-DNA inh = 5%
  JMJD2A Tudor inh = -25%
  Pin1 inhibitor = 3%
  HP1b binding inh = 30%
  PGK inhibitor = 5%
  G9a inh = ?
20	CN(C)/C=C/C(=O)c1cccc(Cl)c1
  PI4K2A block = -4
  GLS inh = 8%
  BAZ2B inh = 13%
  ERG-DNA inh = 1%
  JMJD2A Tudor inh = -20%
  Pin1 inhibitor = 2%
  HP1b binding inh = 11%
  PGK inhibitor = 5%
  G9a inh = ?
21	O=[N+]([O-])c1cc(C(F)(F)F)ccc1NC1CCN(Cc2ccccc2)CC1
  PI4K2A block = 1
  GLS inh = 70%[activator]
  BAZ2B inh = 25µM*
  ERG-DNA inh = -1%
  JMJD2A Tudor inh = 35µM*
  Pin1 inhibitor = 4%
  HP1b binding inh = 50µM*
  PGK inhibitor = -6%
  G9a inh = 35µM*

The list goes on.
25. COCC(=O)Nc1cc([N+](=O)[O-])ccc1C
26. Cc1ccc(N(C)S(=O)(=O)c2ccc3[nH]c(=O)ccc3c2)cc1
27. O=C(CN1C(=O)c2ccccc2C1=O)NCC1COc2ccccc2O1 (stereo not drawn)
28. O=C(O)CSc1nnc(-c2cccc(S(=O)(=O)N3CCOCC3)c2)n1-c1ccc(F)cc1
29. N#Cc1c2n(c3c(=O)n(Cc4ccccc4Cl)cnc13)CCCCC2
30. COC(=O)C1=CN(CC2CCCO2)C=C(C(=O)OC)C1c1ccccc1C(F)(F)F (stereo not drawn)
31. CCOC(=O)C1=NN(C(=O)Cc2ccccc2)C(O)(C(C)(C)C)C1 (stereo not drawn)
32. COc1ccc(OC)c(Nc2nnc(C)c(=O)[nH]2)c1

entry no.	25	26	27	28	29	30	31	32
PI4K2A block	-4	0	-10	-2	-4	5	5	0
GLS inh	28%	-8%	7%	0%	9%	3%	?	1%
BAZ2B inh	-22%	-1%	-5%	.	10%	-3%	2%	-7%
ERG-DNA inh	0%	-1%	8%	-2%	-1%	0%	-1%	-1%
JMJD2A Tudor inh	-1%[11.4 µM]	-8%	-2%	-5%	-5%	16%	6%	-14%
Pin1 inhibitor	12%	0%	-8%	-2%	12%	1%	-3%	4%
HP1b binding inh	2%	33%	-1%	46%[activator]	20%	58%[activator]	31%[activator]	36%[activator]
PGK inhibitor	-3%	0%	-2%	5%	-10%	3%	11%	-10%
G9a inh	34%[0.501 µM]	-2%[59 µM]	3%[12.7 µM]	.	12%	19%[59 µM]	.	13%

33. COc1ccc(CC(=O)N2CCc3ccccc32)cc1
34. O=C(CSc1nnnn1C1CCCC1)Nc1ccc(F)cc1
35. CC[C@H](C)[C@H](NC(=O)OCc1ccccc1)C(=O)OCC(=O)N1CCN(c2ccc(OC)cc2)CC1
36. O=C(Nc1ccon1)c1cc2c(s1)CCCC2
37. CCc1noc(C)c1C(=O)OC(C)C(=O)NCc1ccc(OC)cc1 (stereo not drawn)
38. COc1ccc(C2NC(=O)c3n[nH]c(C)c32)c(OC)c1 (stereo not drawn)
39. CCCCn1cc(S(=O)(=O)c2ccc(C)cc2)c(=O)c2cc(F)c(N3CCCCC3)cc21
40. CC[C@@]1(C(=O)OC)N[C@H](CN(C)C(=O)Nc2ccc(C)cc2)[C@@H]2C(=O)N(Cc3ccccc3)C(=O)[C@@H]21

entry no.	33	34	35	36	37	38	39	40
PI4K2A block	-1	2	-2	-11	-1	0	-7	-8
GLS inh	10%	-4%	-3%	0%	9%	1%	5%	-6%
BAZ2B inh	5%	-3%	.	-6%	5%	9%	-4%	.
ERG-DNA inh	-3%	-3%	2%	-6%	10%	0%	?	-2%
JMJD2A Tudor inh	3%	-18%	?	-22%	-2%	-6%	-21%	-10%
Pin1 inhibitor	-7%	0%	?	-3%	-1%	0%	4%	3%
HP1b binding inh	24%	19%	-11%	13%	9%	37%	44%[activator]	33%[activator]
PGK inhibitor	1%	i	6%	-1%	4%	-2%	i	-6%
G9a inh	-46%[59 µM]	-4%	.	?	11%[2.33 µM]	9%	-9%[59 µM]	.
